GLS inhibitor = glutaminase GLS (human) inhibition; GLS enzymatic activity, qHTS titration; Potency, µM (series often up to 45.5 µM), without a hit: at the top dose activity change, negative = inhibition, most hits filed as inhibitors; O94925; actives 0.21% (n = 410,000); note: potency is the fitted concentration of half-maximal effect; % is set by controls: 0 for no effect and ±100 for the full control effect
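Read-out is an Amplex red fluorescence increase coupled through glutamate oxidase and HRP, measured before and after 30 min room-temperature incubation. hKGA is in 45 mM KH2PO4 (pH 8.2) with 0.02% Tween-20; glutamine added as 1mM solution.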
BAZ2B block = inhibitors of human BAZ2B bromodomain; Potency, µM (top dose mostly 114 µM), without a hit: top-dose activity change, negative = inhibition, usual class: inhibitors; Q9UIF8; AlphaScreen BAZ2B-H3K14Ac peptide displacement; actives 4.4% (n = 360,000); note: potency is the fitted concentration of half-maximal effect; % is set by controls: 0 for no effect and ±100 for the full control effect; nearly all actives have a fitted effect of over 60% in size
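Protein-peptide AlphaScreen: BAZ2B 50 nM, b-H3K14Ac 50 nM, 1x PBS pH 7.4 + 0.01% Tween-20. Preincubation 30 min RT; cpd 30 min RT (top 110 uM); beads 20 min RT, light-protected.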
Pin1 inhibitor = human Pin1 inhibition. Pin1 FP peptide displacement, HiFluor488, 10 min. actives 0.009% (n = 390,000). Potency, µM (doses to about 115 µM), inactives show top-dose activity, negative = inhibition, most hits filed as inhibitors; active = well fitted inhibition curve with a large enough effect in the polarisation, with a control signal flat, not every such curve was filed as active; inconclusive = small, poorly fitted or top-dose-only effect, or effect the other way, or a change in a side signal; inactive = no such curve, though single readings can be large or run the other way; the % refers to the polarisation; note: potency is the fitted concentration of half-maximal effect; % is set by controls: 0 for no effect and ±100 for the full control effect
Target sequence (Q13526 whole entry, looked up): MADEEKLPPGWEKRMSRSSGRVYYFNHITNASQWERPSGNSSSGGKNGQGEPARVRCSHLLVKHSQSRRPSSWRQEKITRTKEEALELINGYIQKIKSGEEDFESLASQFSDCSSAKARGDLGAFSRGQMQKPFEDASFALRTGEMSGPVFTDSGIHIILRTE
HP1b binding inh = inhibitors of HP1-beta chromodomain binding to methylated histone tails | AlphaScreen HP1-beta / biotin-H3K9me3 peptide binding | Potency, µM (highest dose often 114 µM), without a hit: at the highest dose activity change, negative = inhibition, hits mostly inhibitors | actives 0.56% (n = 390,000) | AID 540317; note: potency is the fitted concentration of half-maximal effect; nearly all actives have a fitted effect of over 70% in size; inactives centre near 23
Target sequence (P83916 whole entry, looked up): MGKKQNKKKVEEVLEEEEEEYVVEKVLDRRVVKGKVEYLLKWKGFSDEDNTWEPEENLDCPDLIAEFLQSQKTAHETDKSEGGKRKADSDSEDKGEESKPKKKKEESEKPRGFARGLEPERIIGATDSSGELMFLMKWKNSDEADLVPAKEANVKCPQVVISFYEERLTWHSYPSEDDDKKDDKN
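AlphaScreen: HP1-beta (50 nM) preformed 30 min with biotin-H3(1-18)K9me3 peptide (50 nM) in PBS pH 7.4, 0.01% Tween-20. Compound added for 30 min at RT, then streptavidin donor/nickel chelate acceptor beads (10 ug/mL) for 30 min.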
JMJD2A Tudor = inhibitors of human JMJD2A Tudor domain | actives 4.4% (n = 390,000) | AlphaScreen JMJD2A-Tudor / H3K4me3 peptide binding | Potency, µM (titrated, usually from 114 µM), without a hit: at the highest dose activity change, negative = inhibition, actives largely listed as inhibitors | O75164; note: potency is the fitted concentration of half-maximal effect; % is set by controls: 0 for no effect and ±100 for the full control effect; nearly all actives have a fitted effect of over 50% in size
PI4K2A inh = blocks human PI4K2A kinase activity | activity change, negative = inhibition, % at 76.9 µM | actives 0.13% (n = 420,000) | Q9BTU6 | purified PI4K2A, ADP-Glo luminescence, 1 h; stronger effect = lower value | AID 1346378; in the data active = activity change below about -50%; inconclusive = mostly about -30% to -49%;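 note: -100% = wells without enzyme as full effect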
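PI4K2A activity was measured by ADP-Glo luminescence: enzyme (4 ug/mL stock) and phosphatidylinositol (1.2 mM stock) in Tris pH 7.5/MgCl2/EGTA/Triton X-100 buffer were reacted with ATP (300 microM stock) for one hour at ambient temperature.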
ERG-DNA inh = inhibitors of human ERG Ets domain-DNA interaction | fluorescence polarization, His-ERG Ets domain / labelled DNA | Potency, µM (titrated, usually from 76.9 µM), for the others: at the top dose FP activity, negative = inhibition, most hits filed as inhibitors | actives 0.028% (n = 370,000) | AID 624246; active = well fitted inhibition curve with a large enough effect in the polarisation, with a control signal flat; inconclusive = small, poorly fitted or top-dose-only effect, or effect the other way, or a change in a side signal; inactive = no such curve, though single readings can be large or run the other way; the % refers to the polarisation;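 note: polarization taken with two DNA probes labelled with fluorescein and Texas red; potency is the fitted concentration of half-maximal effect; % of control where 0% means no effect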
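His-tagged ERG Ets domain (1 uM in the protein solution; 300mM KCl, 50mM Tris-HCl, 1mM EDTA, 1mM DTT, pH 7.5) received compound, then a probe mix of 5 nM fluorescein-DNA and 100nM Texas-615-DNA. Fluorescence polarization was read for both dyes.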
G9a block = inhibitors of human histone lysine methyltransferase G9a; Q96KQ7; AID 504332; G9a H3K9 monomethylation, AlphaScreen, 2 h; Potency, µM (highest dose often 102 µM), for the others: top-dose activity, negative = inhibition, actives largely listed as inhibitors; actives 8.8% (n = 350,000); note: potency is the fitted concentration of half-maximal effect; % is set by controls: 0 for no effect and ±100 for the full control effect; nearly all actives have a fitted effect of over 75% in size
Target sequence (Q96KQ7 913-1193 limits assumed): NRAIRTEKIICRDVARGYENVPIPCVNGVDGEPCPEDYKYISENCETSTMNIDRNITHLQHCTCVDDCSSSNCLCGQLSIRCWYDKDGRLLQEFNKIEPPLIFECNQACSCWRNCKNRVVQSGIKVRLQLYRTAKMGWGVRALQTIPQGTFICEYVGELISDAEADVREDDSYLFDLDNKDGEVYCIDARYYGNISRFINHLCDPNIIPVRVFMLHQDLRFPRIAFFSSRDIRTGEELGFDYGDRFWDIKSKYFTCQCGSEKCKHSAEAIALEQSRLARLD
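Quantitative HTS format: methyltransferase activity on a biotin-tagged H3K9 peptide is measured by AlphaScreen, using a rabbit anti-monomethyl-H3K9 antibody with streptavidin donor and anti-IgG acceptor beads. Final levels are 20 nM enzyme, 500 nM peptide, 20 uM SAM; 2 h RT.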
Tb PGK inh = T. brucei PGK inhibition; P07378; PGK/GAPDH coupled, Kinase-Glo luminescence, 60 min; Potency, µM (highest dose often 57.5 µM), for the others: top-dose activity change, negative = inhibition, most hits filed as inhibitors; actives 0.043% (n = 380,000); AID 602233; note: potency is the fitted concentration of half-maximal effect; % is set by controls: 0 for no effect and ±100 for the full control effect; nearly all actives have a fitted effect of over 60% in size
Target sequence (P07378 whole entry, looked up): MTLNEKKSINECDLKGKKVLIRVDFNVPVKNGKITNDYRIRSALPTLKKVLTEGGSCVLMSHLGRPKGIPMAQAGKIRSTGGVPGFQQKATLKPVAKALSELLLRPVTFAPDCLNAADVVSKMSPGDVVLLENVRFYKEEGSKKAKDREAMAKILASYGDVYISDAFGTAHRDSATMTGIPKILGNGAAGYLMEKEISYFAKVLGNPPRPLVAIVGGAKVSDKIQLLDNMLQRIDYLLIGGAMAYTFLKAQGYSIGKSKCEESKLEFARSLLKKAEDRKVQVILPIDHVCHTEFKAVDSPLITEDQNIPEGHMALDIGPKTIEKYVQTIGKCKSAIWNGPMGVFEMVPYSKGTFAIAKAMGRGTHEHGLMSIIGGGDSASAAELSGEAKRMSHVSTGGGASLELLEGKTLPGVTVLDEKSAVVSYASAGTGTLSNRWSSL
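Recombinant glycosomal PGK reaction used 1,3-bisphosphoglycerate generated in-well by GAPDH (100nM final) in 100mM TEA pH 7.6, 5mM MgCl2, 0.01% Tween-20. After 60 minutes at room temperature, ATP was read by Kinase-Glo Plus luminescence end-point.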
* hit, by the source's call; i = inactive; ? = inconclusive; . = no result given; [ ] = remark or other dose. Unless noted, calls come from the whole dose curve; as a rule, active = well fitted curve in the direction sought with a large enough effect; inconclusive = small, poorly fitted or top-dose-only effect, or another doubt; inactive = no such curve, though single readings can be large; an effect the other way counts as inactive or inconclusive. An unsorted share of the library; about 11% have a hit in one of these screens.

SMILES	GLS inhibitor	BAZ2B block	Pin1 inhibitor	HP1b binding inh	JMJD2A Tudor	PI4K2A inh	ERG-DNA inh	G9a block	Tb PGK inh
Cc1cc(NC(=O)C2CC(c3ccc(Cl)cc3)=NO2)no1 (stereo not drawn)	3.6%	2.6%	2.8%	36.9%	6.4%	-5.2	-5.2%	13.8%[59 µM]	-1.7%
CN(C)CCCN(C(=O)CCOc1ccccc1)c1nc2c(F)cccc2s1	11.7%	.	0.0%	22.7%	-31.5%	4.7	-5.8%	22.4µM*	-10.7%
CCN1CCN(Cc2ccc(NC(=O)Nc3cccs3)cc2)CC1	8.5%	?	0.0%	-4.4%	-23.2%	0.1	5.2%	?	i
COc1ccc(N(C(=O)c2snc(C(N)=O)c2N)C(C(=O)NC2CCCCC2)c2ccc(F)cc2)c(OC)c1 (stereo not drawn)	5.6%	?	-2.9%	-3.6%	-33.8%	-7.0	18.7%	-5.4%	-3.4%
COc1ccc(N2CCN(C(=O)c3nc4nc(C)cc(C)n4n3)CC2)cc1	-16.7%	-13.4%	-2.0%	14.3%	-9.1%	2.0	6.4%	?	-9.5%
COc1ccc(CNC(=O)COC(=O)c2cc3ccccc3o2)cc1	1.0%	-3.7%	29.5%	8.3%	-23.4%	3.6	17.1%	-36.0%	i
Cc1ccc(OCC(=O)NC(C)c2ccc(Cl)c(Cl)c2)c([N+](=O)[O-])n1 (stereo not drawn)	-8.6%	-37.2%	2.8%	-3.2%	-10.2%	1.7	-4.2%	-18.6%	-3.5%
CCc1ccccc1NC(=O)CN1CCN(C(=O)C(C)NC(=O)c2ccc(Cl)cc2)CC1 (stereo not drawn)	2.7%	0.1%	5.0%	26.6%	2.8%	1.9	-0.9%	-9.8%	i
Cc1cc(-n2c(C)nc3ccccc3c2=O)ccc1NC(=O)c1ccc(C)c([N+](=O)[O-])c1	-13.7%	?	1.2%	19.3%	-15.6%	2.4	0.5%	3.4%[59 µM]	5.4%
C#CCn1c(O)c(N=NC(=O)CNC(=O)c2cccnc2)c2ccccc21	6.0%	-7.3%	-6.9%	27.6%	-18.9%	-7.0	-1.7%	-80.7%	i
COCCn1c(SCC(=O)Nc2cc(C)on2)nc2ccccc2c1=O	-5.1%	0.6%	2.9%	21.6%	-6.4%	-1.3	-7.1%	1.8%[12.7 µM]	-3.8%
COc1ccccc1OCCCC(=O)Nc1ccc([N+](=O)[O-])cc1Br	2.6%	?	-3.6%	24.0%	-35.8%[57.1 µM]	-1.5	5.8%	-48.7%	-6.7%
CC(C)CCNC(=O)c1onc(CSc2ccccc2)c1C(=O)NCCC(C)C	1.9%	.	-7.5%	95.4%[activator]	30.0%	-4.5	1.3%	.	-10.4%
Cc1nc(SCc2ccc([N+](=O)[O-])cc2)n[nH]1	6.8%	4.4%	-1.8%	13.1%	1.4%	10.6	0.1%	-8.8%[0.501 µM]	-3.0%
CCCCNC(=O)/C=C/c1ccc(OC)c(Br)c1	4.0%	0.0%	-21.8%	16.6%	-3.9%	9.6	4.5%	8.2%[59 µM]	-5.5%
COC(=O)CSc1nc(C)cc(C(F)(F)F)c1C#N	-2.7%	15.7%[57.1 µM]	15.7%	45.8%[activator]	28.3%	12.5	-1.0%	65.7%[activator]	-3.6%
O=C1CN(C(=O)CNCc2ccc(Cl)cc2)c2ccccc2N1	7.9%	70.8µM*	-2.0%	?	10µM*	1.5	-9.0%	25.1µM*	-3.2%
Nc1cccc(CCc2ccncc2)c1	0.6%	?	-1.1%	32.5%	-16.4%	-0.5	3.9%	?	-5.2%
COc1ccc(CNc2ncnc3cc(OC)c(OC)cc23)cc1	-15.0%	11.6%	-6.3%	55.3%[activator]	-20.5%[11.4 µM]	-2.2	15.2%	39.8µM*	-7.4%
Cc1cc2c(NC(=O)Nc3ccc(C(F)(F)F)cc3)cccc2nn1	-2.1%	-16.3%	-9.2%	41.5%[activator]	2.4%[57.1 µM]	?	?	-2.7%[59 µM]	9.7%
CN(CC(=O)NCCc1ccccc1)S(=O)(=O)c1cccs1	-9.0%	-5.5%	-4.8%	23.7%	-18.3%	-3.1	2.8%	-4.7%[2.33 µM]	-1.0%
COc1ccc(NC(=O)CN(C)C(=O)CNC(=O)c2sc3ccccc3c2Cl)cc1	-1.6%	-17.6%	-0.3%	32.5%	4.4%	-1.3	6.1%	3.8%[12.7 µM]	6.8%
COC(=O)CSc1nnc(CCc2nc3ccccc3[nH]2)n1C	-8.0%	4.5%	-4.6%	-4.2%	-8.7%[57.1 µM]	1.5	-4.9%	-22.0%[59 µM]	-7.6%
COCCNC(=O)C(c1ccc(Cl)cc1)N(C(=O)Cn1nnc2ccccc21)c1cccnc1 (stereo not drawn)	3.1%	-8.9%	-5.6%	42.0%[activator]	-9.3%	6.3	-3.5%	.	-6.6%
CCOc1ccc(C(=O)CCC(=O)Nc2cccc(S(=O)(=O)N3CCCCC3)c2)cc1	1.2%	1.8%	14.8%	7.5%	-16.7%	-2.4	0.3%	10.8%[59 µM]	-8.4%
CCCCNC(=O)N1CCN(c2ncccn2)CC1	-0.1%	-14.5%	-1.2%	10.4%	-8.9%	-1.3	5.6%	.	0.0%
Cc1cc(C)cc(N(C(=O)c2ccc3c(c2)OCO3)C2C=CS(=O)(=O)C2)c1 (stereo not drawn)	-0.5%	-33.3%	-4.5%	0.1%	-10.1%	0.0	.	5.6%	-5.6%[11.5 µM]
CCOC(=O)c1c(C)oc2nc(C)nc(NCCc3ccc(OCC)c(OCC)c3)c12	1.0%	-10.1%[57.1 µM]	-15.3%	13.8%	-12.9%	-0.4	-8.1%	-25.9%[59 µM]	8.1%
Cc1ccc(NC(=O)[C@H](Cc2ccccc2)N2Cc3ccccc3C2=O)cc1F	0.9%	-6.7%	0.2%	41.4%[activator]	-8.4%	-3.3	5.5%	?	7.2%
CCCCCCC1CCC(C(=O)N2CCOCC2)CC1 (stereo not drawn)	3.4%	-1.7%	5.2%	40.2%[activator]	4.5%	0.2	2.3%	11.6%	-0.9%
COCc1nnc(NC(=O)c2cc(OC)c(OC)cc2[N+](=O)[O-])s1	8.1%	7.6%	3.9%	?	-13.5%[57.1 µM]	0.1	-1.3%	21.6%[59 µM]	-5.0%
CCNc1nc2nc3ccc(C)cn3c(=O)c2cc1C(=O)NCC1CCCO1 (stereo not drawn)	-3.5%	-14.0%	9.4%	-6.7%	-16.8%	-5.4	-3.3%	?	-0.9%
NC(=O)c1ccc(Oc2ccc(Cl)c3ccccc23)c([N+](=O)[O-])c1	-0.1%	-5.8%	-0.8%	16.6%	0.3%	-6.2	0.2%	-8.6%[59 µM]	-9.4%
COc1ccc(-c2coc3cc(OC)cc(OC)c3c2=O)cc1	-3.5%	-22.3%	-6.7%	31.9%	-10.2%	-1.6	-12.7%	?	-5.4%
CCOC(=O)/C(=N\Nc1ccccc1)P(=O)(c1ccccc1)c1ccccc1	2.1%	?	5.8%	0.2%	-30.2%	3.5	-5.8%	-50.6%	-1.7%
COc1ccccc1CNC(=O)CSc1nc(=O)[nH]c2c1CCCC2	-6.2%	-1.5%	-7.9%	8.4%	-10.1%	3.3	0.7%	4.7%[59 µM]	-11.6%
Cc1ccccc1NC(=O)c1ccc(N(Cc2ccccc2)S(C)(=O)=O)cc1	6.3%	1.9%	-1.7%	18.2%	-16.7%	-1.2	6.9%	-5.0%[59 µM]	-8.1%
CCOc1ccc(S(=O)(=O)N2CCN(CC(O)COc3cccc([N+](=O)[O-])c3)CC2)cc1 (stereo not drawn)	2.4%	-2.3%	5.8%	1.0%	-33.1%	5.8	6.7%	3.1%	-9.0%
CCCCNC(=O)c1onc(CSc2ccc(C)c(C)c2)c1C(=O)O	12.6%	-5.2%	-5.9%	27.2%	-30.7%	1.7	16.7%	13.5%[59 µM]	-0.5%
COc1cccc(N2CC(NC(=O)c3ccc(S(=O)(=O)N4CCCCC4)cc3)CC2=O)c1 (stereo not drawn)	0.7%	2.9%	-5.8%	28.2%	-17.5%	4.0	1.7%	-12.4%[59 µM]	i
Cc1cccc(NC(=O)CCNS(=O)(=O)c2ccc(Cl)cc2)c1	2.2%	10.9%	1.2%	8.7%	-16.5%	1.2	1.7%	-11.1%	10.3%
CCCOc1ccccc1Cn1c(=O)sc2ccccc21	3.3%	243.9%[activator]	28.5%	152.6%[activator]	168.4%[activator]	-2.9	-3.3%	260.6%[activator][59 µM]	-2.7%
CC1CCCC(NC(=O)c2ccc3snnc3c2)C1C (stereo not drawn)	0.9%	-0.4%	-0.2%	34.1%	1.6%	1.6	1.9%	-9.3%	-6.5%
Cc1ccc(N2C(=O)[C@@H]3C(c4cccnc4)=NO[C@@H]3C2=O)cc1	0.4%	-4.8%	1.9%	21.8%	-20.6%	-2.4	5.4%	-14.8%[12.7 µM]	i
CCN(Cc1ccncc1)C(=S)Nc1c(C)cccc1C	1.1%	-13.8%	-1.5%	28.2%	-6.0%	-6.1	-3.7%	23.0%[59 µM]	1.5%
CCS(=O)(=O)Nc1ccc(C(=O)NCCSc2ccccc2)cc1	-2.0%	1.3%	-1.9%	12.1%	-17.3%	-4.3	-3.6%	79.4µM*	-4.0%
Cc1ccc(-n2c(SCC(=O)N(C)C3CCS(=O)(=O)C3)nc3ccccc3c2=O)cc1 (stereo not drawn)	-7.8%	-12.6%	?	34.6%	3.5%	0.8	30.3%[activator]	-5.1%	-5.2%

Screening data as filed in PubChem.
